ERAP1 inh: blocks human ERAP1 aminopeptidase activity; Q9NZ08; recombinant ERAP1, Leu-AMC fluorescence, 60 min; inhibition, % at 10.7 µM; 0.15% of 340,000 active; AID 652197;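 active = mean replicate inhibition of at least 30%, or all replicates individually reaching that 30% level; inactive = mean below 30% and not every replicate reaching it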;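 note: 0% = neutral control wells and 100% = L-leucinethiol positive control wells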
Target sequence (Q9NZ08 whole entry, looked up): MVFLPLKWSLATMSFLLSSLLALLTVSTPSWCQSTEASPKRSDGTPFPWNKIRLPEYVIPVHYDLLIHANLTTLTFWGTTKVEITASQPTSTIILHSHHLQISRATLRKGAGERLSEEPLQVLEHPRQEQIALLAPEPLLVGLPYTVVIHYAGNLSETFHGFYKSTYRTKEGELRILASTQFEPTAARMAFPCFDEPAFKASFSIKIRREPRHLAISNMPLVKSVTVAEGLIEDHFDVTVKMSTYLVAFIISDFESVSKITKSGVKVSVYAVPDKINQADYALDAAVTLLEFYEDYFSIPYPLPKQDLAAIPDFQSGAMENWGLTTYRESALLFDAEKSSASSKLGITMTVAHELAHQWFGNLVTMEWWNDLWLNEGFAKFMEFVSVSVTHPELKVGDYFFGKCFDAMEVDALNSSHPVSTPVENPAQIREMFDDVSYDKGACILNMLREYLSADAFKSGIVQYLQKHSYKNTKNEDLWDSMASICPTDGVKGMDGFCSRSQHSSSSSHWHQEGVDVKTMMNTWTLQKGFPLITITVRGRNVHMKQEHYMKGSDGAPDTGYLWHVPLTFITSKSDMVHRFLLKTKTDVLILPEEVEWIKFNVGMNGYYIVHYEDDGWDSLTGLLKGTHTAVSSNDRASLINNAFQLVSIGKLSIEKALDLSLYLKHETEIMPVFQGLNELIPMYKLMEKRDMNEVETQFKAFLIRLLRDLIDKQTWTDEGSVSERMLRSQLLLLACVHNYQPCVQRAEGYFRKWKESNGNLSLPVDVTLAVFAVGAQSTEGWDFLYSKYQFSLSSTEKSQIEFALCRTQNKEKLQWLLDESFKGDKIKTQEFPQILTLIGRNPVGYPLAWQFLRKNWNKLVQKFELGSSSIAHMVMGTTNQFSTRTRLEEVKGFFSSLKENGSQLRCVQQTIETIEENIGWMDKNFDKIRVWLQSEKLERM
esBAF inh: SWI/SNF esBAF complex inhibition; mouse ES cells, Bmi1-luciferase knock-in reporter, 24 h; 100% = twice the neutral-well signal; 2% of 350,000 active; AID 602393; reporter increase, % at 12.5 µM; in the data active = activation above about 40%;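 note: 0% = median of the plate's neutral control wells and 100% = double that signal; a rise in the Bmi1 reporter signal indicates esBAF inhibition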
GSIS activator: primary screen for activators of insulin secretion dependent on glucose, INS-1E cells, GLuc reporter luminescence; INS-1E GLuc reporter insulin secretion, 2-3 h; activation, % at 16.6 µM; 0.61% of 370,000 active;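 active = lowest replicate activation of at least 40%, so every replicate reaches that level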;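 note: 0% = median of neutral control wells and 100% = median of IBMX positive control wells; some compounds called inactive have numbers as strong as hits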
RAD52 anneal inh: blocks human RAD52 DNA annealing | inhibition, % at 18.7 µM | AID 651710 | 0.46% of 360,000 active | recombinant RAD52 DNA annealing, FRET fluorescence | P43351;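 active = every replicate showing at least 50% inhibition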
RAD54 inh: blocks human RAD54 Holliday junction branch migration | AID 602329 | FAM/BHQ fluorescence | Q92698 | 0.14% of 360,000 active | inhibition, % at 10.4 µM;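 active = mean normalized replicate activity at least 40 and at least half of replicates scoring 40 or more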;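 note: 0% = median of neutral control wells and 100% = median of positive control wells; inhibitors cause a drop in the FAM fluorescence signal; in these data hits start at about 50%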
XiGFP reactiv: activators of X-chromosome reactivation in mouse fibroblasts. AID 743238. activation, % at 7.58 µM. XiGFP mouse fibroblasts, % GFP-positive cells imaging, 3 d; cells co-treated with 5-aza-dC sensitizer; scaled so ellipticine positive control = 100%. 0.055% of 360,000 active;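 active = mean normalized replicate activation at least 10% and every replicate at or above 10%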;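 note: 0% = median of on-plate neutral control wells and 100% = ellipticine 6 µM median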
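Material: SV40-immortalized XiGFP fibroblast cells, line 68-5-11 | Buffer or medium: DMEM containing 5-aza-dC | Dosing: One concentration, pinned | Times: 3 d treatment, 15 min room-temperature fixation | Controls: Ellipticine 6 µM positive control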
ARNT TACC3 PPI: ARNT/TACC3 interaction disruption; 0.66% of 390,000 active; AlphaScreen His-ARNT PAS-B/GST-TACC3 binding, luminescence; TACC3 fragment carries E629A point mutation; inhibition, % at 9.99 µM;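 active = mean inhibition of replicates at least 50% and at least half of replicates each reaching 50%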;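 note: 0% = complete ARNT plus TACC3 wells and 100% = ARNT alone without TACC3; many hits fall short of the cut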
F508del corr: CFTR F508del correction in bronchial cells | 0.36% of 350,000 active | activity (quench increase), % at 7.58 µM | CFBE cells, YFP halide quenching; stimulated with forskolin plus potentiator P3; % fluorescence drop versus neutral controls;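 active = mean added fluorescence quench of at least 8% versus neutral control, with both replicates also reaching 8%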;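 note: cells transiently co-express mutant CFTR-F508del with the halide-sensitive YFP; corrector assay measuring rescue of mutant channel to the surface after 24 h compound exposure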
An asterisk follows results filed as active; . = not tested or not shown; & = joins results of further samples.

Molecule	F508del corr	ERAP1 inh	RAD54 inh	esBAF inh	GSIS activator	ARNT TACC3 PPI	XiGFP reactiv	RAD52 anneal inh
Cc1noc(C)c1NC(=O)N(C)C[C@H]1Oc2ccc(NC(=O)Cc3ccccc3)cc2CC(=O)N([C@H](C)CO)C[C@H]1C	2.7	-1.3	-4.7	-3.3	9.5	-7.0	-1.3	-4.8
COCCC(=O)N1CCOCC1c1cc(C(=O)Nc2ccccc2)no1 (configuration not stated)	1.8	7.3	-11.9	8.2	2.0	.	0.1	11.9
CCCN1C(=O)/C(=c2\sc3nc(=O)c(Cc4ccc(C)cc4)nn3c2=O)c2ccccc21	3.4	2.5	.	1.6	-1.6	-7.9	0.0	-12.6
Cc1noc(C)c1S(=O)(=O)Nc1cccc(CO)c1	2.2	2.9	8.2	-2.8	-0.8	.	0.3	-27.3
Cc1cc(C2(c3ccc(O)c(C)c3)OC(=O)c3ccccc32)ccc1O	-2.0	-2.8	.	.	-17.0	-3.3	0.1	-17.7
O=C(CCNC(=O)N1CCn2c1nc1ccccc12)NCc1ccccc1Cl	6.0	0.3	1.8	-1.8	-17.1	-3.5	0.0	6.7
CCC(=O)N1[C@H](C(=O)NC2CCCC2)[C@@H](CO)[C@@H]2Cn3c(ccc(C4=CCCC4)c3=O)[C@@H]21	.	2.7	-4.8	-5.4	9.7	-5.7	-0.1	-14.9
COc1ccc2c3c([nH]c2c1)[C@@H](CO)N(C(=O)Nc1ccc(F)cc1)CC31CN(S(=O)(=O)c2cccc(F)c2)C1	1.3	2.9	.	.	3.1	.	0.3	8.8
COc1ccc2c3c([nH]c2c1)[C@@H](CO)N(C(=O)CN(C)C)CC31CN(CC2CC2)C1	1.6	6.0	.	.	22.8	.	0.0	55.9*
CCCn1c(NC(=O)c2ccccc2Br)nc2ccccc21	2.4	2.4	-7.2	19.4	-0.9	1.2	0.0	-13.0
COc1ccc(N(C)C(=O)c2cn(C)c(=O)c3cc(OC)c(OC)cc23)cc1	3.5	-8.3	-1.2	-14.2	14.5	14.6	0.3	-11.4
O=C(CSc1nnc(CNC(=O)c2ccco2)o1)Nc1ccc(F)cc1	1.3	-0.9	-2.3	6.0	15.0	1.3	0.1	-9.7
CC(C)c1ccc2c(c1)CCC1C(C)(CN)CCCC21C (configuration not stated)	0.1	-5.7	7.4	-1.1	13.3	0.7	-0.1	-18.6
C[C@H]1CN([C@@H](C)CO)C(=O)c2cccc(NC(=O)NC3CCCCC3)c2O[C@@H]1CN(C)S(=O)(=O)c1ccc(Cl)cc1	0.2	0.6	2.9	-9.0	-19.8	-0.6	-0.1	-8.9
Cc1ccccc1C(=O)Nc1ccc(C(=O)N/N=C/c2ccc(O)cc2)cc1	-2.0	-0.9	1.1	2.3	-7.6	0.9	0.0	11.1
Cc1ccsc1C(=O)NCc1ccccc1Cl	0.4	2.0	11.6	5.1	24.9	-6.8	0.0	-2.9
O=C(Cn1cnc2c(OCc3ccccc3)ncnc21)NCC1CCCO1 (configuration not stated)	0.3	-3.0	4.4	1.7	3.7	6.3	0.0	-7.6
CCC(=O)NC(=S)Nc1ccc(NC(=O)COc2ccccc2)cc1	.	-1.3	2.0	.	.	-2.5	-0.1	-40.0
C1CCN=C(Nc2nc3c(s2)CCCC3)CC1	3.3	-1.1	-18.0	35.2	3.1	0.2	.	-11.5
COc1ccc(Nc2nc(N)c([N+](=O)[O-])c(NCc3ccccc3)n2)cc1	-2.0	-1.0	.	.	5.9	-8.8	0.3	1.8
COC(=O)Cn1cc(S(=O)(=O)NCc2ccc(C)cc2)c2cc([N+](=O)[O-])ccc21	2.3	1.8	1.9	2.1	-9.4	-7.8	-0.1	-0.6
O=C(N[C@@H](Cc1cccnc1)C(=O)N1CCC[C@H]1C(=O)NC1CCCC1)c1cccs1	-1.8	-1.8	.	.	.	.	0.0	0.8
CC(=O)/C(C=Nc1noc(C)c1Br)=C(\C)O	0.7	.	.	.	7.5	-23.9	5.2	-10.6
CO[C@@H]1CN(C)C(=O)c2cc(NC(=O)C3CC3)ccc2OC[C@@H](C)N(Cc2cccnc2)C[C@@H]1C	1.1	-2.6	1.7	-3.8	7.8	-1.4	0.7	8.2
Cc1cc(C)n(CC(=O)NC2CCCc3c2cnn3-c2ccccc2F)n1 (configuration not stated)	-1.5	3.1	6.9	4.1	1.1	-3.2	0.1	-12.1
CCOCCCNC(=S)N1CCCC(c2nc3ccc(C)cc3[nH]2)C1 (configuration not stated)	0.1	0.1	.	.	-12.7	6.7	-0.8	-3.6
CC1(C)COC(=S)N1CCC#N	-0.9	-1.8	.	.	12.7	12.2	0.2	-3.6
CCOc1ccccc1/C=C/C(=O)NCC(=O)N1CCC(N(C)C2CCCCC2C)CC1 (configuration not stated)	0.5	-1.6	0.9	1.1	2.1	2.3	0.1	-5.5
Cn1cccc1/C=N/NC(=O)CSc1nc2ccccc2[nH]1	-0.6	0.4	3.4	.	-5.2	.	0.0	-11.1
CCC(C(=O)NC1CCCC1)N(C(=O)Cn1nnc(-c2ccc(C)o2)n1)c1ccc(OC)c(OC)c1 (configuration not stated)	-0.5	-0.1	-1.0	1.8	1.7	-0.5	0.0	-16.4
CCc1ccccc1N(C(=O)c1cccs1)C1C=CS(=O)(=O)C1 (configuration not stated)	.	.	1.1	-0.6	10.4	0.7	.	.
COc1ccc(C(=O)OCC(=O)Nc2ccc3[nH]c(=O)[nH]c3c2)cc1	-1.0	-0.9	3.2	-5.8	-2.9	2.0	0.0	-1.6
COc1ccc2c(c1)CCc1c(C(=O)N3CCOCC3)noc1-2	-1.0	2.0	-6.0	27.1	11.8	-0.5	.	-2.5
COc1cccc(-c2ccc3c(c2)[C@@H]2[C@@H](CCN2C(=O)c2ccc(F)cc2)[C@H](CO)N3)c1	-1.4	-0.6	-11.3	-0.6	1.4	-11.8	-0.1	-3.4
Cc1ccccc1NC(=O)CCCn1nc(C)c2c(C)n(-c3ccccc3)nc2c1=O	1.1	-1.1	7.0	1.7	-11.7	-5.5	0.1	-14.5
OCCN1CCN(c2cc(C(F)(F)F)nc3ccccc23)CC1	-0.6	-3.6	-10.9	-2.3	.	2.4	0.0	5.7
COc1cccc(OCc2ccc(Cl)cc2)c1C#N	0.6	.	.	.	9.9	0.2	0.0	-2.0
C[C@H]1CN([C@@H](C)CO)C(=O)CCCn2nncc2CO[C@H]1CN(C)C(=O)Nc1ccc(N2CCN(C)CC2)cc1	-1.7&-1.8	0.8	4.6	-9.4&0.4	10.0	12.0	0.1	23.1
CCN(CC)C(=O)c1sc(NC(=O)c2cccnc2)c(C(=O)OC)c1C	.	-4.5	-3.9	-7.7	-2.7	1.1	0.2	-12.5
Cc1ccc(NC(=S)NNC(=S)Nc2ccc(C)cc2C)cc1	3.2	-1.3	1.2	15.0	-6.0	1.1	0.0	4.1
CCC(=O)N1C[C@@H](C)[C@@H](OC)CN(C)C(=O)c2ccc(NC(=O)c3cc(C)on3)cc2OC[C@H]1C	1.4	.	3.1	-4.6	7.5	-6.4	0.3	.
COc1ccc(S(=O)(=O)N(C)C[C@H]2OCCCC[C@@H](C)Oc3ccc(NC(=O)CCC(F)(F)F)cc3C(=O)N([C@H](C)CO)C[C@H]2C)cc1	-0.6	-1.3	-11.8	4.9	-25.5	8.4	0.2	-19.4
O=C(/C=C/NCc1cccnc1)c1ccc(-c2ccccc2)cc1	0.5	6.5	-14.5	35.0	.	-12.0	0.1	-75.9
Cc1ccc(OCc2ccc(C(=O)N3CCCC3)o2)cc1C	2.0	-3.5	-4.6	22.2	-22.9	-3.5	0.1	-4.5
Cc1cc(N2CCOCC2)nc2ccc(NC(=S)N3CCCCC3C)cc12 (configuration not stated)	-0.8	-4.5	3.6	4.2	-14.7	.	0.3	-15.1
O=C(N/N=C/c1ccccc1O)c1ccncc1	-0.7	-3.0	5.4	-18.7	13.7	66.4*	-0.1	-18.8
CN(C(=S)NC(=O)c1ccc(F)cc1)C1CCCCC1	-0.4	-2.8	-9.2	0.6	7.4	.	0.0	-3.3
O=C(COC(=O)CCOc1ccccc1)NCCc1ccccc1	0.8	1.2	-6.6	1.6	16.7	-28.1	-0.1	-10.1
O=C(O)C1CCN(C(=O)c2ccc3c(c2)OCO3)CC1	0.3	-1.0	13.5	6.6	-18.1	-6.3	0.1	-9.4
CCN(C(=O)COc1cccnc1[N+](=O)[O-])C1CCS(=O)(=O)C1 (configuration not stated)	.	-4.3	-2.3	-0.3	17.1	-1.3	0.2	-4.3
O=C(c1ccncc1)c1ccc(Br)cc1	.	.	5.1	-7.7	18.0	31.8	.	.
Cc1ccc(O)c(C(=O)c2cnc3c(c2)c(-c2ccc(F)cc2)c(C#N)c(=O)n3C)c1	1.1	-4.4	.	.	0.2	-0.5	0.0	-13.1
COc1ccc2oc(=N)c(C(=O)NCc3ccccc3)cc2c1	1.4	-2.2	-2.7	0.2	-6.1	1.3	0.0	-14.4
O=C1c2ccccc2C(Nc2ccc3c(c2)OCO3)N1Cc1ccco1 (configuration not stated)	0.6	-1.7	4.9	21.2	-8.6	10.8	-0.1	-2.2
Cc1cccc(C(=O)O/N=C(\c2ccccc2)c2cccnc2)c1	0.6	1.9	.	.	11.3	0.9	0.4	-0.3
Cn1ncc2c(Nc3cc(Cl)cc(Cl)c3)ncnc21	3.1	0.3	0.2	2.9	13.1	1.2	0.2	-18.1
COc1ccccc1N1CCN(C(=O)c2ccc(Br)o2)CC1	-1.2	-5.0	-10.7	7.9	7.3	10.8	0.0	-33.8
COCCCN(C(=O)CSCc1ccc(C)cc1)c1c(N)n(Cc2ccccc2)c(=O)[nH]c1=O	-1.0	-2.1	-2.8	-6.0	13.3	-2.2	0.1	-12.1
Cc1ccc(SCCC(=O)Nc2ccccc2C(=O)NC2CCCCC2)cc1	-0.8	0.2	.	.	18.6	-15.8	0.0	-6.5

Some of these compounds in order of the F508del corr value, largest number first.
Molecule | F508del corr | ERAP1 inh | esBAF inh | GSIS activator | ARNT TACC3 PPI | RAD52 anneal inh
CCOc1ccccc1/C=C/C(=O)NCC(=O)N1CCC(N(C)C2CCCCC2C)CC1 (configuration not stated) | 0.5 | -1.6 | 1.1 | 2.1 | 2.3 | -5.5
O=C(Cn1cnc2c(OCc3ccccc3)ncnc21)NCC1CCCO1 (configuration not stated) | 0.3 | -3.0 | 1.7 | 3.7 | 6.3 | -7.6
COc1ccccc1N1CCN(C(=O)c2ccc(Br)o2)CC1 | -1.2 | -5.0 | 7.9 | 7.3 | 10.8 | -33.8
